# HTRA1 inh: blocks human HTRA1 serine peptidase; Q92743; inhibition, % at 5.96 µM; hit rate 0.5% among 340,000; recombinant HTRA1, FP-rhodamine activity-based probe, fluorescence polarization; in the data active = inhibition above about 36%;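 also: 0% = enzyme with DMSO and 100% = wells lacking enzyme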
# GC-B act: GC-B (human) receptor activation | P20594 | HEK293-GC-B cells, CNP EC30, cGMP TR-FRET; 0% at EC30 CNP, 100% saturating CNP | activation, % at 10 µM | hit rate 0.11% among 370,000 | AID 1920062;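 active = activation at 10 µM reaching about 35% in either raw or pattern-adjusted values, limit read from the data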
# ARFGAP1 inh: rat ARFGAP1 inhibition; Q62848; Arfgap1-stimulated ARF1 GTP hydrolysis, GDP FP detection; inhibition, % at 16.5 µM; hit rate 0.26% among 360,000;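 active = inhibition above a per-plate limit, mean inhibition of low control wells plus 3 SD, cut at about 25% in these data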;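 also: 0% = DMSO wells with enzyme and 100% = wells lacking Arfgap1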
# Target sequence (Q62848 1-136 limits assumed): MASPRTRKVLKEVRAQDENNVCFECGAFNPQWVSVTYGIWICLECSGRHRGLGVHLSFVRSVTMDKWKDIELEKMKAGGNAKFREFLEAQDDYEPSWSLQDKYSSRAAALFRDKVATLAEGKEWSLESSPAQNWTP
#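 Replicates: Single well per compound | Assay system: Truncated rat Arfgap1 GAP domain | Control set: No-Arfgap1 wells (100%) versus DMSO full-reaction wells (0%) | Times: Enzyme reaction 120 min at 25 °C after 20 min preincubation | Reagent: Human ARF1(Δ1-17)-GTP substrate | Measured by: Tracer-displacement fluorescence polarization with EDTA stop, 620/688 nm | Measure: Percent inhibition of Arfgap1-stimulated GTP hydrolysis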
# ASAP1 inh: blocks human ASAP1-stimulated Arf1 GTP hydrolysis; GDP FP detection; inhibition, % at 16.5 µM; hit rate 0.19% among 360,000; AID 624377; in the data active = inhibition above about 25%;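 also: 0% = vehicle with enzyme and substrate and 100% = no enzyme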
# Target sequence (Q9ULH1 325-724 limits assumed): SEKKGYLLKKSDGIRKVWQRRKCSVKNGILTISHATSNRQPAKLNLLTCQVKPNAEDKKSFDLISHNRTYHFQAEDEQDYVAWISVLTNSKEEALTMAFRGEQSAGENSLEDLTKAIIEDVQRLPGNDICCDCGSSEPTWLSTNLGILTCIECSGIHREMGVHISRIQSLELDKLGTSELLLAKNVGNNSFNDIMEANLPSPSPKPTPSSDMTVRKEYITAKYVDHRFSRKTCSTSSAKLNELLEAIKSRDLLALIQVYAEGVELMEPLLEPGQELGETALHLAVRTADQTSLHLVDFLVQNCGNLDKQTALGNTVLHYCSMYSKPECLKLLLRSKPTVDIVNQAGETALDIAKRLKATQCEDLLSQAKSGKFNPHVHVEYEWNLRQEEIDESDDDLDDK
# GC-A act: GC-A (human) enzyme activation | P16066 | hit rate 0.14% among 370,000 | AID 1671463 | activation, % at 10 µM | HEK293 GC-A cells, cGMP TR-FRET, EC30 ANP; 0% at EC30 ANP, 100% saturating ANP; in the data active = activation above about 40%
# rCAG binder: molecules binding r(CAG) RNA repeats. hit rate 1.3% among 370,000. r(CAG) RNA repeat, TO-PRO-1 dye displacement fluorescence. inhibition, % at 3 µM;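 active = inhibition above the plate cutoff, the mean of all test compounds on that plate plus 3 SD, cut at about 35% in these data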;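 also: 0% = DMSO alone and 100% = 100 µM mitoxantrone as full dye displacement; higher means more dye released from RNA so lower well fluorescence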
# ABHD4 inh: inhibits mouse alpha/beta hydrolase domain 4; Q8VD66; hit rate 0.54% among 370,000; inhibition, % at 8.92 µM; AID 720543; purified mABHD4, FP-Rh probe fluorescence polarization;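 active = inhibition exceeding the mean over every tested compound plus 3 SD, cut at about 30% in these data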;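 also: 0% = plate median of compound wells and 100% = S159A mutant with DMSO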
# Target sequence (Q8VD66 whole entry, looked up, the tested form may be a part): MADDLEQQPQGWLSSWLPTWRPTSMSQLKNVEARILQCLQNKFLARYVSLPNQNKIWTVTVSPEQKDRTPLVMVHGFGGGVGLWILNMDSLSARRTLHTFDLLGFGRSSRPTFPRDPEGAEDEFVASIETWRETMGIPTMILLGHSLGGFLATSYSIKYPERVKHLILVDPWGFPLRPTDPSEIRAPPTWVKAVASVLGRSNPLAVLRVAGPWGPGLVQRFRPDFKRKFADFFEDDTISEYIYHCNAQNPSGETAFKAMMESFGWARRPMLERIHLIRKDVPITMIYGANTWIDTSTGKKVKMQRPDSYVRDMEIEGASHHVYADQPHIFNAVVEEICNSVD
#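 Assay system: mouse ABHD4 enzyme, wild type / Also added: fluorescent activity-based probe FP-Rh / Doses: single nominal dose of 8.92 µM, 0.89% DMSO final / Timing: 45 min compound pre-incubation plus 60 min probe step, 25 °C / Signal: FP readout, ex 525 nm / em 598 nm / Control set: S159A mutant/DMSO as 100%, compound-well median as 0%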
# Rev-erbA mod: modulators of human Rev-erb alpha DNA binding | Rev-erbα–FITC-DNA binding, fluorescence polarization, 90 min | activity, % at 10 µM | hit rate 0.79% among 370,000 | AID 1259318;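 active = activity above about 14%, limit read from the data; passing the limit was not always enough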;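 also: 0% = DMSO wells with 35 nM protein and 100% = DMSO wells with 750 nM protein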
# PG9 Ab binder: binds the HIV-1 gp120 antibody PG9; inhibition, % at 6.7 µM; TR-FRET gp120-PG9 antibody binding; AID 624416; hit rate 0.43% among 360,000; in the data active = inhibition above about 8.5%
# SMARCA2 act: increases SMARCA2 function in MMTV reporter cells | MG213 cells, MMTV-luciferase reporter, dexamethasone, overnight | activation, % at 9.1 µM | hit rate 1% among 370,000; in the data active = activation above about 7.8%;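 also: 0% = vehicle wells and 100% = reference activator wells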
# * hit, by the source's call; x = not tested or not shown; & = joins results of further samples.
# Below each SMILES – HTRA1 inh, GC-B act, ARFGAP1 inh, ASAP1 inh, GC-A act, rCAG binder, ABHD4 inh, Rev-erbA mod, PG9 Ab binder, SMARCA2 act
1	CCn1c(C)nc2cc(C(=O)NNC(=O)Nc3cccc(Cl)c3)ccc21
    x, -1.1, 2.8, 12.1, 0.0, -0.5, -8.9, 6.0, -1.0, 0.2
2	CCN1CCN(C(=O)CSc2cc(=O)n(C)c3ccccc23)CC1
    -4.7, 2.8, -3.3, 2.4, -1.2, -0.7, 6.0, -1.2, -1.1, 1.3
3	Cc1cccc(N2CCN(C(=O)/C=C/c3cccs3)CC2C)c1 (stereo unspecified)
    -0.1, -3.6, 8.5, -4.3, -4.3, -5.1, -3.5, 3.5, -1.6, -0.4
4	CCCC(=O)Nc1ccc(Cl)c(NC(=O)c2ccc(Br)o2)c1
    -9.8, -1.7, -10.0, 2.4, 6.1, 0.6, -1.9, -1.8, 0.2, -1.4
5	COc1ccc(Cl)cc1NC(=O)CSc1nnc(Cc2cccn2C)n1-c1ccc(F)cc1
    -22.8, -4.6, 6.5, 6.8, -10.7, 4.9, -3.6, 1.7, -0.5, -1.5
6	COc1ccc(CCNC(=O)CN(c2ccccc2)S(C)(=O)=O)cc1OC
    -2.8, 0.6, 7.4, -1.0, 0.7, -1.9, -7.3, -7.5, 1.9, -1.3
7	CCCC(C)NC(=O)C1CCN(S(=O)(=O)c2ccccc2)CC1 (stereo unspecified)
    1.5, 5.9, -3.7, -3.2, -0.4, 0.5, 0.4, -0.8, -0.6, 1.2
8	COC(=O)c1sc(=S)n(-c2cc(F)ccc2F)c1N
    -0.4, -0.2, 10.6, -0.7, 3.6, -2.3, 2.5, 2.9, 0.9, -1.6
9	C[n+]1c(-c2ccccc2)cc2c(=Cc3ccccc3)c3ccccc3n21
    -14.4, -8.3, 12.8, 10.9, 5.2, 10.0, -107.6, 1.9, -2.3, -7.6
10	Cc1ccc2cc(CN(CCCO)S(=O)(=O)c3cccc4nsnc34)c(=O)[nH]c2c1C
    -11.2, 6.6, -1.1, 6.0, -1.6, -0.8, -2.8, 2.8, -2.0, -1.9
11	COc1ccc(CC(=O)NNc2ncnc3c2cnn3C)cc1
    -0.4, 6.1, 6.4, -3.9, -0.8, 0.0, -2.7, 1.0, -1.3, -0.6
12	Cc1cnc(C(=O)OC(C(=O)c2c[nH]c3ccccc23)c2ccccc2)cn1 (stereo unspecified)
    -17.3, -7.7, 3.9, 15.4, -6.3, 13.1, -1.3, -8.2, -0.8, -0.1
13	CN1C2C=C3C(C#N)=C(N)C(C#N)(C#N)C(c4ccc(Br)cc4)C3C1CC2 (stereo unspecified)
    -0.6, -11.8, 1.9, -16.5, -28.6, 3.8, 13.7, -1.6, 1.2, 0.1
14	COc1ccc(NC(=O)C(=O)NCC2CCCN2S(=O)(=O)c2cccs2)cc1 (stereo unspecified)
    0.3, -4.8, -4.6, -3.2, -2.5, 2.0, -2.7, 9.8, -1.8, -1.0
15	CC(c1ccccc1)N1CCn2c(nc3cc(NS(C)(=O)=O)ccc32)C1 (stereo unspecified)
    1.8, 2.6, -7.7, 9.2, 2.5, 0.9, 5.7, -3.4, -0.6, 6.9

# Four consecutive records out of the list so far, quoted:
# Below each SMILES – HTRA1 inh, GC-B act, ARFGAP1 inh, ASAP1 inh, GC-A act, rCAG binder, ABHD4 inh, Rev-erbA mod, PG9 Ab binder, SMARCA2 act
12	Cc1cnc(C(=O)OC(C(=O)c2c[nH]c3ccccc23)c2ccccc2)cn1 (stereo unspecified)
    -17.3, -7.7, 3.9, 15.4, -6.3, 13.1, -1.3, -8.2, -0.8, -0.1
13	CN1C2C=C3C(C#N)=C(N)C(C#N)(C#N)C(c4ccc(Br)cc4)C3C1CC2 (stereo unspecified)
    -0.6, -11.8, 1.9, -16.5, -28.6, 3.8, 13.7, -1.6, 1.2, 0.1
14	COc1ccc(NC(=O)C(=O)NCC2CCCN2S(=O)(=O)c2cccs2)cc1 (stereo unspecified)
    0.3, -4.8, -4.6, -3.2, -2.5, 2.0, -2.7, 9.8, -1.8, -1.0
15	CC(c1ccccc1)N1CCn2c(nc3cc(NS(C)(=O)=O)ccc32)C1 (stereo unspecified)
    1.8, 2.6, -7.7, 9.2, 2.5, 0.9, 5.7, -3.4, -0.6, 6.9

# Compound profiles, as listed above. Order of values: HTRA1 inh, GC-B act, ARFGAP1 inh, ASAP1 inh, GC-A act, rCAG binder, ABHD4 inh, Rev-erbA mod, PG9 Ab binder, SMARCA2 act
# Listed for CCCC(=O)Nc1ccc(Cl)c(NC(=O)c2ccc(Br)o2)c1 = -9.8, -1.7, -10.0, 2.4, 6.1, 0.6, -1.9, -1.8, 0.2, -1.4
# Listed for COc1ccc(CC(=O)NNc2ncnc3c2cnn3C)cc1 = -0.4, 6.1, 6.4, -3.9, -0.8, 0.0, -2.7, 1.0, -1.3, -0.6
# Listed for CCn1c(C)nc2cc(C(=O)NNC(=O)Nc3cccc(Cl)c3)ccc21 = x, -1.1, 2.8, 12.1, 0.0, -0.5, -8.9, 6.0, -1.0, 0.2
# Listed for C[n+]1c(-c2ccccc2)cc2c(=Cc3ccccc3)c3ccccc3n21 = -14.4, -8.3, 12.8, 10.9, 5.2, 10.0, -107.6, 1.9, -2.3, -7.6
# Listed for Cc1cnc(C(=O)OC(C(=O)c2c[nH]c3ccccc23)c2ccccc2)cn1 (stereo unspecified) = -17.3, -7.7, 3.9, 15.4, -6.3, 13.1, -1.3, -8.2, -0.8, -0.1

# Further structures.
# Below each SMILES – HTRA1 inh, GC-B act, ARFGAP1 inh, ASAP1 inh, GC-A act, rCAG binder, ABHD4 inh, Rev-erbA mod, PG9 Ab binder, SMARCA2 act
16	CC(=O)N1CCc2cc(NC(=O)C3(C)CCN3Cc3ccc(C(C)C)cc3)ccc21 (stereo unspecified)
    x, 2.2, 3.2, 12.3, -2.2, 2.1, 11.9, 10.1, -0.5, -4.2
17	O=C(NCc1ccccc1)C(=O)Nc1cccc(C(=O)O)c1
    9.1, 2.6, 6.3, -14.9, 2.1, 2.4, -8.2, 0.8, -3.1, 12.6*
18	CN(C)c1cccc(NC(=O)c2ccc(-c3ccc(F)c(F)c3)c3ccoc23)c1
    x, 3.5, 5.7, -9.3, -4.9, 5.7, 9.8, 1.3, 0.0, -1.9
19	NC(=O)c1ccccc1N/C=C/C(=O)c1ccc(Cl)cc1
    -8.0, 2.0, -9.9, 8.1, 6.3, 4.2, -1.3, 3.8, 0.5, 1.8
20	O=C1CC(N2CCC(c3nc4ccccc4o3)CC2)C(=O)N1c1ccc(F)cc1 (stereo unspecified)
    2.4, 2.5, -0.7, 7.5, 2.3, -3.8, 0.8, 0.6, 1.1, -3.4
21	O=C(Nc1cccnc1N1CCOCC1)c1ccco1
    -5.0, 6.1, -5.0, -3.0, 2.6, -1.6, 4.5, 2.4, -0.9, -1.0
22	COc1ccc(CN2C(=O)c3ccccc3C2=O)cc1C(=O)O
    1.7, 5.8, 6.8, 3.6, 3.5, -2.2, -0.4, 4.2, -0.5, -1.8
23	CCOC(=O)c1[nH]c(C)c(C(=O)N2CCOCC2)c1C
    1.3, -2.5, 4.1, -6.8, -0.7, 0.3, -1.5, 1.1, -0.1, -1.4
24	COc1ccc(N2C(=O)NC(=O)C2=O)cc1
    -0.2, -5.0, 3.8, -6.2, 0.4, 1.1, 1.6, 3.9, -1.2, -1.3
25	COC(=O)[C@]12C[C@H](CC(=O)NCC34CC5CC(CC(C5)C3)C4)C(=O)N(Cc3cccc4ccccc34)C1=C[C@H](COCc1ccccc1)O[C@@H]2C
    x, 3.4, x, x, 1.7, 10.4, 5.0, 1.1, x, -2.8
26	COc1ccc(CCNC(=O)c2cnn(-c3ccc(C)c(C)c3)c2NC(=O)c2ccco2)cc1OC
    -4.3, -3.5, 5.7, 12.3, 0.7, -3.9, 0.2, 1.2, 0.8, -3.0
27	CCc1ccc(OC)c(S(=O)(=O)N2CCN(C(=O)c3ccco3)CC2)c1
    -0.4, -3.2, -9.1, -8.6, 1.3, -6.0, -2.2, 5.2, 0.4, -2.0
28	CC(Nc1n[nH]c(=O)[nH]c1=O)C(=O)N/N=C/c1cccs1 (stereo unspecified)
    -1.1, 2.9, -2.0, -12.5, 2.4, 0.1, 0.2, 3.1, -2.0, 2.7
29	Cc1cnc(C(=O)OCC(=O)NC(C)c2ccccc2)cn1 (stereo unspecified)
    5.6, -1.9, -6.0, -5.8, 0.9, 3.4, -0.5, 1.8, -0.4, -4.4
30	COc1ccccc1C(=O)C1CCCN(Cc2cccc3nccnc23)C1 (stereo unspecified)
    -0.2, -2.5, -3.6, -1.8, 3.8, -9.2, -2.7, -1.7, -0.4, 0.8

# Next section.
# Below each SMILES – HTRA1 inh, GC-B act, ARFGAP1 inh, ASAP1 inh, GC-A act, rCAG binder, ABHD4 inh, Rev-erbA mod, PG9 Ab binder, SMARCA2 act
31	COc1ccccc1/C=C\C(=O)NCC(=O)N/N=C(\C)Cc1ccccc1
    -7.1, -1.2, 1.7, -7.4, -3.4, 2.7, -3.1, -1.5, -0.7, -4.0
32	Cc1cccc2c(N=Nc3ccccc3)c(O)[nH]c12
    -6.2, -0.3, 5.7, -4.5, -1.3, 6.0, 6.4, 15.7, -4.4, 3.3
33	Cc1ccccc1C(=O)N1CCN(c2ccc(NC(=O)c3ccc([N+](=O)[O-])o3)cc2)CC1
    -6.7, 1.6, -3.4, -5.0, -5.0, 1.2, 1.6, -0.1, -2.5, 12.8*
34	Brc1ccc(N=C/C=C/C=C/Nc2ccc(Br)cc2)cc1
    -2.8, 0.8, 10.0, -3.2, 1.3, -0.5, 2.6, -3.3, -0.7, -0.8
35	CCC(=O)Nc1ccc(Cl)c(NC(=O)c2ccc([N+](=O)[O-])cc2)c1
    -4.1, -2.3, -11.3, 1.2, -3.9, -0.9, -1.8, -1.4, -2.1, 0.5
36	Cc1ccc(NC(=O)CN2CC(C)SC2=NC2CCCCC2)cc1 (stereo unspecified)
    0.1&-12.3, -4.9&-1.9, 4.9&14.7, 6.7&9.3, -5.4&1.4, -0.9&-0.1, 2.5&13.6, -1.2&-2.6, 0.2&2.6, -4.9&0.3
37	O=C(NC1CC1)C1=C[C@H](C2CC2)C[C@H](OCCCCO)O1
    -0.3, 1.1, -5.0, -9.7, -1.7, -2.1, 1.6, 0.6, 0.7, -2.7
38	O=C1c2ccccc2C(=O)N1C/C=C/c1ccccc1
    -6.5, 4.7, 6.6, 1.4, -10.8, -1.2, 1.8, 4.4, -0.5, -1.4
39	CC1(CCC(=O)N2CCCC(N3CCN(c4ccc(F)cc4)CC3)C2)CC1 (stereo unspecified)
    15.8, 1.6, -10.2, -12.6, 2.6, -12.1, 6.5, 4.5, 0.2, -1.9
40	CCOc1cc2c3c(c1)C1(Nc4ccccc4S1)C(=O)N3C(C)(C)CC2C (stereo unspecified)
    6.1, -0.9, -4.4, 6.4, 2.5, 0.7, -4.7, 1.2, -3.0, -0.9
41	COc1cccc(N2CCN(C(=O)CCNS(=O)(=O)c3ccc4c(c3)c(=O)n(C)c(=O)n4C)CC2)c1
    12.7, 0.3, -4.6, 4.4, 2.2, -3.4, 2.6, 0.4, -1.3, 3.2

# Assay outcomes (PubChem)
